Source: PubChem BioAssay
FN deposit inh: fibronectin deposition inhibition. AH1F fibroblasts, Alexa488-fibronectin deposition fluorescence, overnight. inhibition, % at 12.6 µM. hit rate 0.086% among 350,000;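 active = mean inhibition across replicates of 30% or more, regardless of how many single replicates reach that level; inconclusive = mean under 30% yet at least half of replicates reach 30%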;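 also: positive control wells lacked labelled fibronectin entirely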
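Schedule: 1 h cell adhesion before compound, then overnight fibronectin incubation; test system: AH1F fibroblast monolayer depositing Alexa488-labelled fibronectin into matrix; quantity: 10000 AH1F cells per well; probe or stimulus: fluorescent fibronectin at 24 nM final; signal: fluorescence, ex 485 nm, em 525 nm; evaluation: percent inhibition as loss of matrix-bound fibronectin fluorescence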
S100A4 inh HTS: S100A4-myosin IIA interaction inhibition | P26447 | S100A4/TAMRA-MyoIIA peptide fluorescence polarization | inhibition, % at 10.7 µM | hit rate 0.14% among 360,000 | AID 652163;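 active = mean inhibition of at least 70% across replicates, with every replicate also reaching that level; inconclusive = mean inhibition reaches 70% but some replicates fall short; inactive = mean inhibition below 70%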
Target sequence (P26447 whole entry, looked up): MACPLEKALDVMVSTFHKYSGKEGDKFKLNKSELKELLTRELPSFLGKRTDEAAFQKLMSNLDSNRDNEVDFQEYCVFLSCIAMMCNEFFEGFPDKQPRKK
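assay system = human S100A4 monomer with TAMRA-labelled myosin IIA peptide | also added = labelled myosin peptide probe, 5 nM | incubation = 5 min between mix addition and reading | control set = DMSO and TFP controls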
Statin myotox sup: suppressors of simvastatin-induced myotoxicity in C2C12 myotubes; hit rate 0.78% among 330,000; ATP luminescence, 48 h; scaled: DMSO 0, geranylgeraniol control 100; rescue of ATP level, % at 7.49 µM;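 active = mean ATP rescue above about 67%, or every replicate alone reaching that limit, limit read from the data, passing the limit was not always enough; inconclusive = no clear call, values can overlap the other calls; inactive = mean under the limit and some replicate under it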;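 also: myotubes were challenged with 10 µM simvastatin during compound exposure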
SIRT5 inh: inhibitors of human sirtuin-5 desuccinylase | Purified SirT5, succinyl-peptide AMC, trypsin-coupled fluorescence | inhibition, % at 15 µM | hit rate 1.1% among 330,000 | Q9NXA8; in the data active = inhibition above about 15%; inconclusive = no clear call, values can overlap the other calls
Target sequence (Q9NXA8 whole entry, looked up): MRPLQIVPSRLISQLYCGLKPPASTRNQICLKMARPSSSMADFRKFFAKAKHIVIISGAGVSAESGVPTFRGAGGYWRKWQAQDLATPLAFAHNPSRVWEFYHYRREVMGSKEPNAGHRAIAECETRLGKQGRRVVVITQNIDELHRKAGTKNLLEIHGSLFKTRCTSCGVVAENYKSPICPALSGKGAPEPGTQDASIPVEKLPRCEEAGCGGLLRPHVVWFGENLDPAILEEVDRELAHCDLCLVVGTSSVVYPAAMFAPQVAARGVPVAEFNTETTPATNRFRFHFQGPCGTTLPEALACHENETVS
CASP6 VEID inh: inhibitors of human caspase-6; hit rate 0.53% among 350,000; purified caspase-6, Z-VEID-R110 cleavage fluorescence; inhibition, % at 12.5 µM;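 active = mean inhibition across replicates at least about 35%, with every replicate also reaching that limit, limit read from the data; inconclusive = only one of the two criteria met; inactive = neither criterion met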;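 also: 0% = median of neutral control wells and 100% = no fluorescence left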
Target sequence (P55212 24-179 limits assumed): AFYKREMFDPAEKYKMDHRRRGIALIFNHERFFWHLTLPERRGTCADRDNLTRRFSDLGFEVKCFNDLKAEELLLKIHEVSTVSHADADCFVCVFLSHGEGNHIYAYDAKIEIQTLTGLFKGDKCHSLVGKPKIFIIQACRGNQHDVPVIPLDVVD
Target sequence (P55212 194-293 limits assumed): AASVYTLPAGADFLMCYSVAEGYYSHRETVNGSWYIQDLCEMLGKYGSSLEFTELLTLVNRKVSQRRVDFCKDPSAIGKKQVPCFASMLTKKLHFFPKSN
LGR2 antag: inhibitors of bursicon-induced Drosophila LGR2 receptor cAMP signaling | HEK293 LGR2, CRE-luciferase, bursicon-stimulated, 4 h | inhibition, % at 9.99 µM | hit rate 0.35% among 380,000;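 active = drop in luminescence signal, shown as inhibition above about 50% in the replicate tests, limit read from the data, passing the limit was not always enough; inconclusive = probably only some replicates passing the limit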;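 also: agonist challenge used bursicon conditioned medium at about half maximal strength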
esBAF inh: SWI/SNF esBAF complex inhibition; mouse ES cells, Bmi1-luciferase knock-in reporter, 24 h; 100% = twice the neutral-well signal; AID 602393; hit rate 2% among 350,000; reporter increase, % at 12.5 µM; in the data active = activation above about 40%; inconclusive = no clear call, values can overlap the other calls;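 also: 0% = median of the plate's neutral control wells and 100% = double that signal; a rise in the Bmi1 reporter signal indicates esBAF inhibition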
Starred values were filed as active, the others as inactive; ? = inconclusive; . = not tested or not shown. Only part of the results is shown; the hit share may differ from the screen's.

mol	FN deposit inh	S100A4 inh HTS	esBAF inh	Statin myotox sup	CASP6 VEID inh	LGR2 antag	SIRT5 inh
COc1ccc(CCNC(=O)c2cc(=O)[nH]c3ccccc23)cc1	0	1	-3	-10	-1	-3	0
NC(=O)c1ccc(SCC(=O)OCC(=O)NCc2cccs2)c([N+](=O)[O-])c1	1	-1	-2	-1	2	-13	2
COc1ccc(S(=O)(=O)NCC(c2ccc3c(c2)OCO3)N2CCN(c3ccccc3)CC2)cc1 (configuration not stated)	2	0	9	-6	-4	-2	1
C/C(=N\NC(=O)c1ccc(Cl)c(Cl)c1)c1ccccn1	4	-2	-65	5	-2	15	-2
O=c1[nH]cc(N(CCO)CCO)c(=O)[nH]1	-3	6	.	.	-2	-1	-1
CCOCCn1c(C)c(C(=O)OCC)c2cc(O)c3ccccc3c21	1	1	-4	-11	0	-21	-1
COc1ccc2cc(CCNC(=O)C3CCCC3)c(=O)[nH]c2c1	-1	-9	6	6	0	-1	-1
Cc1cc(=O)[nH]c(SCC(=O)Nc2ccc(Cl)cn2)n1	.	11	-1	-3	-2	-10	.
C=CCNC(=O)[C@@H]1[C@H]2C(=O)O[C@H](c3ccccc3)[C@H](c3ccccc3)N2[C@H](c2ccc(OCCO)cc2)[C@@]12C(=O)Nc1ccc(C#Cc3ccc(OC)cc3)cc12	.	4	.	.	-1	.	13
CN1c2ccc(-c3cccc(C#N)c3)cc2[C@@H]2[C@@H](CCN2C(=O)NC2CCCC2)[C@H]1CO	4	41	.	.	0	-21	-1
COc1cc(/C=C/c2ccc3cccc(O)c3n2)cc(Br)c1OC	8	?	66*	-10	-5	-85	-2
COc1cc(NC(=O)c2ccno2)cc(C(=O)Nc2cccc(C(F)(F)F)c2)c1	-9	-3	-4	4	1	.	.
CCOc1cc(N2CCOCC2)c(OCC)cc1NC(=O)C1=NN(c2cccc(C)c2)C(=O)CC1	.	-13	.	.	10	-20	0
COc1cccc(N2C(=NC(=O)CCc3ccccc3)SC3CS(=O)(=O)CC32)c1 (configuration not stated)	6	1	2	2	1	4	-3
CC1CC(C)CN(S(=O)(=O)c2ccc(F)c(C(=O)NC3CCCCC3C)c2)C1 (configuration not stated)	6	-2	-6	-4	62*	1	.
O=C(CCNS(=O)(=O)c1ccc(Br)s1)NCc1ccc(F)cc1	0	2	.	.	-1	-23	-4
Cc1cccc(OCc2nnc(SCC(=O)NCc3ccc4c(c3)OCO4)o2)c1	0	-3	2	9	-1	3	.
C[C@@H]1CN([C@H](C)CO)C(=O)c2cc(NC(=O)CCN3CCOCC3)ccc2O[C@H]1CN(C)Cc1ccccc1	.	5	1	-18	2	-6	-1
Cn1cnc(S(=O)(=O)N2CCCCN3[C@H](C2)[C@@H](c2ccc(-c4ccccc4)cc2)[C@@H]3CO)c1	.	-3	.	.	0	11	0
COC(=O)CCCN1C(=O)c2cccc3cccc(c23)C1=O	-9	0	-1	-8	0	-38	-10
Cc1ccccc1-c1ccc2c(c1)O[C@H](CN(C)CC1CC1)[C@H](C)CN([C@@H](C)CO)S2(=O)=O	-10	8	1	-95	-2	1	0
O=C(NCCCN1CCOCC1)c1ccc(CS(=O)(=O)c2cccc(C(F)(F)F)c2)o1	10	.	-15	5	.	.	.
Cc1sc2ncnc(NC3CCN(Cc4ccccc4)CC3)c2c1C	6	-13	.	.	1	8	-1
CCCCc1cn(C[C@H](Cc2ccccc2)NC(=O)N[C@H](CO)CCc2oc(C(C)=O)c(C(=O)OC)c2C(=O)OC)nn1	.	-31	.	.	-1	.	-11
CCCCC1CC2=C(C(=O)OC(C)(C)O2)C(c2ccc(Cl)cc2)O1 (configuration not stated)	-11	-2	-7	0	1	.	-3
C[C@@H]1CN([C@H](C)CO)C(=O)c2cc(/C=C/c3ccccc3)cnc2O[C@@H]1CN(C)Cc1ccccc1	-3	4	2	10	1	-7	-8
COc1ccc(S(=O)(=O)N/N=C\c2ccccc2F)cc1	9	-7	7	-3	-6	9	-1
O=C(C1CC1)N1CCCCN2[C@H](C1)[C@@H](c1ccc(C#CC3CCCC3)cc1)[C@@H]2CO	.	6	0	-39	2	16	0
CC(=O)Nc1cc2oc3ccccc3c2cc1[N+](=O)[O-]	3	-2	?	21	0	-33	-3
Cc1cc(C)c(Cn2c3ccccc3c3cnn(CC(=O)NCc4ccccn4)c(=O)c32)c(C)c1	-3	-4	7	21	-1	-9	1

(list continues)
mol	FN deposit inh	S100A4 inh HTS	esBAF inh	Statin myotox sup	CASP6 VEID inh	LGR2 antag	SIRT5 inh
CCn1cc(CN2CCC(C(=O)Nc3cccc(-c4cccc(Cl)c4)c3)CC2)c(C)n1	5	-11	.	.	-19	3	1
Cc1cc(=O)oc2cc(OCC(=O)OCC(=O)NC(=O)NC(C)C)ccc12	.	-9	.	.	-4	23	3
C[C@@H]1CN([C@H](C)CO)C(=O)c2cc(NC(=O)Cn3cnnn3)ccc2O[C@H]1CN(C)Cc1ccc2c(c1)OCO2	.	-1	-3	12	-1	-13	3
O=C(Nc1ccc(C(F)(F)F)cc1)Nc1ccc2c(c1)[C@@H]1C[C@H](CC(=O)N3CCc4ccccc4C3)O[C@H](CO)[C@@H]1O2	-8	1	-2	0	-1	12	-2
CCOc1ccc(-n2c(=O)c3sccc3n(Cc3cccc([N+](=O)[O-])c3)c2=O)cc1	3	-2	0	29	1	16	0
Cc1cccc(NC(=O)CS(=O)(=O)Cc2ccccc2)n1	0	.	3	1	.	.	.
CO[C@@H]1CN(C)C(=O)c2cc(NC(=O)Nc3ccccc3F)ccc2OC[C@@H](C)N(Cc2ccccc2C(=O)O)C[C@H]1C	1	-6	-8	-14	2	6	.
Cc1cccc(-c2ncc(CN3CCCC(CO)(Cc4cccc(Cl)c4)C3)cn2)c1 (configuration not stated)	-9	-3	-6	2	-2	4	-5
C[C@@H]1CN([C@H](C)CO)C(=O)c2cc(-c3ccc(F)cc3)cnc2O[C@@H]1CN(C)Cc1ccccn1	-6	5	4	5	-2	5	-3
COc1ccc(CCNC(=O)COC(=O)c2cccn2C)cc1	.	4	3	5	-4	-2	-2
O=C(c1cnccn1)N1CC(=O)N2[C@H](CO)[C@@H](c3ccc(C#CC4CC4)cc3)[C@H]2C1	3	-8	.	.	6	-7	-1
CCn1c2ccccc2c2cc(NC(=O)COC(=O)c3ccccc3Br)ccc21	1	-1	.	.	-2	8	3
COc1ccc(-n2c(=O)c3c4c(sc3n(CC(=O)NC3CCCC3)c2=O)CCCC4)c(OC)c1	8	0	2	-7	0	3	-5
C/C(=N\NC(=O)c1ccc(N)cc1)C1CC1	4	-2	.	.	-7	6	1
CCN(C(=O)COC(=O)CNS(=O)(=O)c1ccc2ccccc2c1)C1CCCCC1	4	0	.	.	1	-1	-1
Cc1ccc2c(c1)c(N=NC(N)=S)c(O)n2Cc1ccccc1	0	-1	-3	-27	2	-13	0
O=C(C[C@H]1CC[C@H](NC(=O)Nc2cc(F)ccc2F)[C@@H](CO)O1)NCc1ccncn1	-3	-22	4	0	3	11	0
CC(=O)Nc1ccc2c(c1)nc(CCNC(=O)c1ccccc1)n2C	-13	.	1	7	.	.	.
CC1=Nc2cccc([N+](=O)[O-])c2NC(=O)C1	.	5	.	.	1	13	-1
Cc1cccc(C(=O)OC(C)CN2CCOCC2)c1 (configuration not stated)	-20	3	.	.	1	-7	-3
CCOC(=O)c1sc(NC(C)=O)c(C(=O)OCC)c1C	.	3	-9	.	0	-22	0
COc1ccc(NC(=O)N(C)C[C@H]2OCCCC[C@@H](C)Oc3ccc(NC(=O)c4ccncc4)cc3C(=O)N([C@H](C)CO)C[C@@H]2C)cc1	19	.	-9	.	.	20	.
C[C@@H]1CN([C@H](C)CO)C(=O)c2cc(NC(=O)Nc3ccc4c(c3)OCO4)ccc2O[C@@H](C)CCCCO[C@H]1CN(C)Cc1ccc(C(F)(F)F)cc1	.	6	2	.	0	28	0
O=C(Nc1cccc(C(F)(F)F)c1)C1CCCN(S(=O)(=O)c2cnc[nH]2)C1 (configuration not stated)	5	.	-8	-2	.	.	.
Cc1ccc(S(=O)(=O)Nc2ccc3c(c2)C(=O)N([C@H](C)CO)C[C@H](C)[C@@H](CN(C)C(=O)Nc2ccccc2)O3)cc1	.	17	-1	-5	2	2	-4
Cc1ccc(NC(=O)CC(=O)Nc2ccc(C)cc2C)c(C)c1	-4	2	9	-2	1	16	-1
O=C(CC1SC(=NCC2CCCO2)NC1=O)Nc1cccc2ccccc12 (configuration not stated)	1	6	-8	1	1	15	0
CO[C@@H]1CN(C)C(=O)c2ccc(NC(=O)c3ccc(F)cc3)cc2OC[C@H](C)N(C)C[C@H]1C	4	.	-3	6	.	15	.
O=C(COC(=O)CNC(=O)c1cc(Cl)cc([N+](=O)[O-])c1)NC(=O)NCc1ccco1	0	1	.	.	0	4	-1
COc1ccc(NC(=S)N2CCC(c3ccccc3)C2)cc1 (configuration not stated)	2	-5	?	-2	0	-90	-4

The closing 2 records of the part above open the next one.
mol	FN deposit inh	S100A4 inh HTS	esBAF inh	Statin myotox sup	CASP6 VEID inh	LGR2 antag	SIRT5 inh
O=C(COC(=O)CNC(=O)c1cc(Cl)cc([N+](=O)[O-])c1)NC(=O)NCc1ccco1	0	1	.	.	0	4	-1
COc1ccc(NC(=S)N2CCC(c3ccccc3)C2)cc1 (configuration not stated)	2	-5	?	-2	0	-90	-4
COc1ccc(S(=O)(=O)N(C)C[C@@H]2OCCCC[C@H](C)Oc3ccc(NS(=O)(=O)c4ccc(Cl)cc4)cc3C(=O)N([C@@H](C)CO)C[C@H]2C)cc1	6	-23	.	.	-2	5	21*
C[C@@H]1CN([C@@H](C)CO)C(=O)c2cc(NC(=O)CCCCCC(=O)Nc3ccccc3N)ccc2O[C@@H]1CN(C)CC1CCCCC1	.	1	.	.	1	-9	.
O=S(=O)(c1cc(Cl)ccc1Cl)N1CC2CCCN2c2ccc(C(F)(F)F)cc21 (configuration not stated)	-5	.	-3	-13	.	.	.
COc1ccc(S(=O)(=O)Nc2ccc3c(c2)C(=O)N([C@H](C)CO)C[C@@H](C)[C@H](CN(C)C)OCCCC[C@H](C)O3)cc1	6	-10	.	.	-3	-3	-2
O=C(O)CCCn1cc(NC(=O)COc2ccc(F)cc2)cn1	-6	2	-5	5	-2	-4	-2
C[C@@H]1CN([C@@H](C)CO)C(=O)c2cc(NS(=O)(=O)c3ccc(Cl)cc3)ccc2O[C@@H](C)CCCCO[C@H]1CN(C)Cc1ccccc1	-4	11	-3	.	1	9	1
O=C1CNc2cc(Cl)ccc2N1	9	-5	-7	-9	-3	-22	4
CCOc1ccc(-n2ccnc(SCC(=O)NCc3cccc(OC)c3)c2=O)cc1	1	-11	.	.	2	17	-3
CN1C(=O)c2cc(NC(=O)c3ccccc3)ccc2OC[C@H]2O[C@H](CC(=O)NCC3CC3)CC[C@H]21	-6	4	0	-1	-2	5	-3
C/C=C/c1ccc2c(c1)O[C@@H](CN(C)C(=O)Cc1ccccc1)[C@@H](C)CN([C@H](C)CO)S2(=O)=O	-4	1	-9	-10	-1	-31	-2
COc1ccc(C(=O)N2CCOC2CNC(=O)C(=O)NCc2ccccn2)cc1 (configuration not stated)	-1	-8	-9	14	-3	12	1
COCCCN(CC(=O)O)S(=O)(=O)c1cccc(Cl)c1	9	19	-4	2	0	.	0
CN(C(=O)COC(=O)C12CC3CC(CC(Cl)(C3)C1)C2)c1ccccc1	-2	1	8	0	-3	.	.
